KDM5B inh: blocks human KDM5B histone demethylase activity | Q9UGL1 | KDM5B demethylase, FDH-coupled NADH fluorescence (FDH is formaldehyde dehydrogenase) | Potency, µM (doses to about 57.7 µM), inactives show at the top dose activity change, negative = inhibition, usual class: inhibitors | 220,000 compounds, 2.6% hits; active = well fitted inhibition curve with a large enough effect; inconclusive = small, poorly fitted or top-dose-only effect; inactive = no such curve, though single readings can be large or run the other way; also: 0% is about no effect; nearly all actives have a fitted effect of over 70% in size
Target sequence (Q9UGL1 whole entry, looked up): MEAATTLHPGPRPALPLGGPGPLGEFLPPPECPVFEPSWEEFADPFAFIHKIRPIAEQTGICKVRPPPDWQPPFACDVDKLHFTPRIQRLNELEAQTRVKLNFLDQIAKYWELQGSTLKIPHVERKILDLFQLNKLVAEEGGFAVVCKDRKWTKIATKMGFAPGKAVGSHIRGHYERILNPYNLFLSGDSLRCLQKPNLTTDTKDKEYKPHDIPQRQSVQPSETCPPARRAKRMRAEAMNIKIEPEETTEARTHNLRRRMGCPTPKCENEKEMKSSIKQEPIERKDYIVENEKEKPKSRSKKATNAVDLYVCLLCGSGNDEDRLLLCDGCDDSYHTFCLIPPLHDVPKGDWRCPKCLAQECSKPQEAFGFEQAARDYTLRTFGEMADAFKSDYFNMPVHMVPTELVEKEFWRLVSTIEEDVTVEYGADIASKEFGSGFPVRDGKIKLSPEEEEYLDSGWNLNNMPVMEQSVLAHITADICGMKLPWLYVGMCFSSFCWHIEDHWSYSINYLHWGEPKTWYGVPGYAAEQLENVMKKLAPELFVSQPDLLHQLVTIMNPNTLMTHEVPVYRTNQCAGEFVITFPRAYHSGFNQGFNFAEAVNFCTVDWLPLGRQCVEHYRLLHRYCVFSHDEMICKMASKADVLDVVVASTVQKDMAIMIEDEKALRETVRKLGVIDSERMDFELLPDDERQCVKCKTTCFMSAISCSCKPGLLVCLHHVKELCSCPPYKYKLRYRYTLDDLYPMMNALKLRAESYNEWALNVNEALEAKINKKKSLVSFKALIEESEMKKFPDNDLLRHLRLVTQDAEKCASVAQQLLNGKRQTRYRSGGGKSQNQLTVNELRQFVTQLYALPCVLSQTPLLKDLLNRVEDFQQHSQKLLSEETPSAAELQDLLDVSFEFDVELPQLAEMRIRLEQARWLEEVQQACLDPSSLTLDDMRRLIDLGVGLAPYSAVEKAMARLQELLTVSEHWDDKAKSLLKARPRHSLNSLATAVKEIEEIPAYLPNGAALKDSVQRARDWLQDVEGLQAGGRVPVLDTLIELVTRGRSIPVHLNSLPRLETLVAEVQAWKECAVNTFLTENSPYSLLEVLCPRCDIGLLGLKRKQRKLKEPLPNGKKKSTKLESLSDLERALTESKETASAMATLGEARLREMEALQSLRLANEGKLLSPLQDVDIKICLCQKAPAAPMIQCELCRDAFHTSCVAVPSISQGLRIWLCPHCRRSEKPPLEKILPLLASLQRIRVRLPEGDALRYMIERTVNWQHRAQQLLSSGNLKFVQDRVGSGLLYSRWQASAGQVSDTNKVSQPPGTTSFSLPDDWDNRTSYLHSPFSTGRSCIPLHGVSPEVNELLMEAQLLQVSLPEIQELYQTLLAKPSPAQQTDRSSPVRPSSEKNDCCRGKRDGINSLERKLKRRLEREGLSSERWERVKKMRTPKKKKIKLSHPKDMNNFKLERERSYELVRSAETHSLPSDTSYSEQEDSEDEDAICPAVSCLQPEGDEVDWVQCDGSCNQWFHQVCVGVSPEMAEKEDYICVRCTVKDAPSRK
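Measured: NADH fluorescence change, 30 min, RT. System: KDM5BΔAP 200 nM final, H3K4me3 peptide, α-KG, Fe(II), ascorbate, NAD⁺ plus FDH, pH 7.5 HEPES. Compounds: titrated, 10 min pre-incubation with enzyme.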
The depositor's hits bear a star; ? = inconclusive; [ ] = remark or other dose. Potency is read from the fitted curve at half-maximal effect. These rows are one share of the data; count on the stated rates, not on these rows.

molecule	KDM5B inh
CC1=C[C@@H](CNC(=O)COc2ccccc2)[C@H](C(C)C)C[C@H]1CC(=O)NCCN(C)C	-20.2%[86.2 µM]
COc1ccc(C(=O)N2CCN(c3oc(-c4ccccc4OC)nc3C#N)CC2)cc1	?
CN(C)C[C@@H]1CN(S(C)(=O)=O)C[C@H]1NC(=O)C1(c2ccccc2)CCCC1	13.7%
COCCNC(=O)CCn1c(=O)[nH]c2cc(OC)c(OC)cc2c1=O	?
O=C(c1ccc2cc[nH]c2c1)N1CCN(C(=O)c2nnn3c2COC(c2ccc(Cl)cc2)C3)CC1 (stereo not given)	?
COc1cc(OC)c(S(=O)(=O)Nc2ccc(C(=O)O)cc2)cc1S(=O)(=O)Nc1ccc(C(=O)O)cc1	?
COc1ccc(-c2nc(C)nc3c2CCN(Cc2cccn2C)CC3)cc1	?
Cc1nc(CNC(=O)c2cc(Cn3ccnc3C(C)C)[nH]n2)sc1C	?
Cc1cccc(CNC(=O)CCCN2C(=O)CCn3nc(-c4cn(C)c5ccccc45)cc32)c1	-17.8%
COCCNC(=O)CN1C(=O)COc2ccc(S(=O)(=O)N3CCCC3)cc21	?
COc1ccc(Oc2c(C)oc3cc(OCC(=O)NCc4ccco4)ccc3c2=O)cc1	5.8%
CCN1CCC(=O)C(C)C1C (stereo not given)	13.4%
CCN1CCN(C(=O)c2cc3cc(Cl)cc(Cl)c3oc2=O)CC1	17.5%
Cc1ccc(C)c(N2CCN(C(=O)Cn3cnc(S(=O)(=O)N4CCOCC4)c3)CC2)c1	3.7%
COc1ccccc1-c1ncc(CNc2cc(C3CC(O)C3)ncn2)s1 (stereo not given)	?
CC(=O)N1CCC([C@@H]2CN(Cc3ccccc3C(F)(F)F)C[C@H]2CO)CC1	-14.3%
O=C(Nc1ccc(Cl)cc1Cl)c1cn2c(n1)CN(C(=O)c1ccccc1)CC2	?
COC(=O)[C@@H](Cc1cccnc1)NC(=O)[C@@H]1CN(S(C)(=O)=O)CCN1C(=O)C1CCCCC1	-10.1%
COc1ccc(/C=C\C(=O)NC2CC(=O)N(c3ccccc3)C2)cc1OC (stereo not given)	?
O=C(CN1CC2CC(C1)[C@H]1CCCC(=O)N1C2)NCCc1cccs1 (stereo not given in full)	-18.8%
CC(C)CNC[C@H]1O[C@H](Cc2cc(CN(C)Cc3ccccc3)on2)CC[C@@H]1O	68.2%[activator][86.2 µM]
CN(C)CC(=O)N1CCN(C(=O)C=C(C2CC2)C2CC2)CC1	3.8%
CCC1CCc2c(sc(NC(=O)C3c4ccccc4Oc4ccccc43)c2C(=O)OC)C1 (stereo not given)	?
CCCCN1CCN(C(=O)c2cc(-c3ccncc3)nc3c(C)c(C)ccc23)CC1	?
C=CCn1cc2c3c(cccc31)[C@H](CC(C)C)N[C@H](C(=O)O)C2	?
O=C(Cc1cccc(Cl)c1)N1CCC(c2nn(-c3ccc(Cl)cc3)c(=O)[nH]2)CC1	-16.7%
O=C(NC1CCSC1=O)c1cc2ccccc2o1 (stereo not given)	5.8%
O=C(c1cc2occc2n1Cc1ccccc1F)N1CCSCC1	-16.8%
O=C(O)CN1CCN(Cc2ccc(OCCc3ccccc3)cc2)CC1=O	25.1µM*
NC(=O)COc1ccc(C(=O)N[C@@H]2CN(C(=O)NC3CCCCC3)CCC[C@H]2O)cc1	-10.6%[86.2 µM]

Some of the entries above, reformatted:
O=C(c1ccc2cc[nH]c2c1)N1CCN(C(=O)c2nnn3c2COC(c2ccc(Cl)cc2)C3)CC1 (stereo not given)
  KDM5B inh: ?

COc1cc(OC)c(S(=O)(=O)Nc2ccc(C(=O)O)cc2)cc1S(=O)(=O)Nc1ccc(C(=O)O)cc1
  KDM5B inh: ?

Other records:
molecule	KDM5B inh
COc1ccc(N2CC(C(=O)N3CCC(C(=O)N4CCN(c5ncccn5)CC4)C3)NC2=O)cc1 (stereo not given)	?
O=C(NC1CC1)C(Sc1cccc(C(F)(F)F)c1)c1ccccc1 (stereo not given)	-15.3%
CC(=O)Oc1ccccc1C(=O)Nc1ccc2c(c1)CN(Cc1ccc(Cl)cc1)C(=O)C(C)O2 (stereo not given)	35.5µM*
N#Cc1cccnc1NCC(CO)Cc1ccccc1 (stereo not given)	0.4%
C=CCCC(CN1CCCOCC1)Oc1cc(C#N)ccn1 (stereo not given)	28.2µM*
COc1cccc(CNC(=O)C2Cn3cccc3C(=O)N2Cc2ccccc2)c1OC (stereo not given)	4.8%
Cc1cnc(C(=O)N[C@@H]2CCC[C@@H]2C(=O)N2CCN(CC(C)C)CC2)cn1	-28.4%
CCOC(=O)c1ccccc1NC(=O)CSc1nc2ccncc2[nH]1	-15.2%
CN(Cc1ccccc1F)C1CCOc2ccccc21 (stereo not given)	-11.8%[86.2 µM]
CCOC(=O)N1CCN(C(=O)c2cc(COc3cccc(C(C)=O)c3)on2)CC1	7.3%
CCc1ccc(/C=C2\N=C(SC)SC2=O)cc1	4.2%
CN1C(=O)C(CC(=O)Nc2ccccc2)=C2CCCCC21 (stereo not given)	13.1%
O=C(NCCCN1CCCC1=O)c1cc2c(s1)CCCCC2	8.7%
CCn1nc(C(=O)Nc2cc(S(=O)(=O)N(C)C)ccc2C)c2ccccc2c1=O	-2.8%
COc1ccc(C(=O)/C=C/c2ccc(OCC#N)c(OC)c2)cc1OC	1.0%
N#Cc1c(N)n[nH]c1CCCNC(=O)NC1CCCc2ccccc21 (stereo not given)	0.4%
CC(C)Nc1ccc(-c2nc(-c3ccco3)no2)cc1[N+](=O)[O-]	-10.9%
COc1ccc(-c2ncncc2-c2ccc(Cl)cc2)c(O)c1	18.8%
CCCOc1cc(C)c(Cl)cc1S(=O)(=O)N1CCCC1	-7.6%
N#CCSc1nnc(-c2ccccc2)n1-c1ccc(F)cc1	18.4%
Cc1nccn1-c1ccccc1CNC(=O)[C@H]1CC[C@@H](N)C1	?
COc1ccc(NC(=O)N2CCc3nnc(C4CC4)n3CC2)cc1	0.8%
Cc1ccc(C)c(OCC(=O)c2ccc3c(c2)N(CC(=O)NCC2CC2)C(=O)CO3)c1	-13.1%
Cc1cc(NC(=O)c2ccc(NC(=O)C3=CSCCO3)cc2)ccc1Br	12.6%
COc1cc2ncn(CCC(=O)N3CCCCCC3)c(=O)c2cc1OC	-14.3%
C=C(C)CN1CCN(c2nc3c(c(=O)[nH]c(=O)n3C)n2Cc2cccc3ccccc23)CC1	-6.6%
COc1cc(OC)cc(OC(=O)C2CCN(C(=O)c3ccc(Cl)cc3)CC2)c1	18.8%
Cc1nnc(C(=O)Nc2ccc(C(=O)NCc3ccc4c(c3)OCO4)cc2)s1	3.4%
CCCn1cc(-c2ccncc2)cc1C(=O)NCc1ccc(OC)cc1	?
CCOc1ccccc1NC(=O)C(=O)c1c[nH]c2c(CC)cccc12	-17.6%
Cn1c(=O)[nH]c(=O)c2c1nc(SCC(=O)OCc1ccccc1)n2Cc1ccccc1Cl	6.4%
COC(=O)CC(NC(=S)NC(=O)c1ccccc1)c1ccc(Br)cc1 (stereo not given)	-6.9%
NCC(=O)N1CCC2(CC1)CN(C(=O)Cc1cccc(Cl)c1)CCO2	22.0%[115 µM]
NC(=O)c1cccnc1N1CCOC(CC(c2ccccc2)c2ccccc2)C1 (stereo not given)	-36.5%
CC(=O)Oc1ccc(C(=O)Nc2ccc(O)c(-c3nc4ccccc4o3)c2)cc1	1.7%
C=CCS(=O)(=O)N1CCCC(CCc2cccc(OC)c2)C1 (stereo not given)	14.9%
Cc1cccc(C(=O)N2CCC(Cc3n[nH]c(C)n3)CC2)c1	-30.6%
O=C(COc1cccc2ccccc12)N(C1CCCC1)C1CCS(=O)(=O)C1 (stereo not given)	-7.5%
Cc1ccc(C)c(-n2ncc3c(NNC(=O)C4CCCCC4)ncnc32)c1	-12.8%
CCOc1cc(C(=O)Nc2cccc(-c3nc4ncccc4o3)c2)cc(OCC)c1OCC	9.5%
CC(=O)N1C[C@H](NC(=O)c2cnc(N)nc2-c2ccccc2)[C@@H](C2CC2)C1	-9.3%
COc1ccc2oc(=O)c(-c3nc(-c4ccccn4)no3)cc2c1	2.1%
Cc1nc(-c2ccccc2)sc1C(=O)N1CCN(Cc2ccc(C#N)cc2)CC1	-4.3%
Cc1ccc(Cl)cc1Nc1ncncc1-c1nc(-c2ccccc2)no1	25.1µM*
O=[N+]([O-])c1ccccc1S(=O)(=O)Nc1ccccc1-n1cccn1	2.7%
O=C(NCc1cccc(F)c1)c1ccc(-n2cnc3cccnc32)cc1	-46.8%
Cc1ccc(-n2ncc(C(=O)NCCCN3CCc4ccccc4C3)c2C2CCN(C(=O)OC(C)(C)C)CC2)cc1C	?
CCCCc1ccc(Nc2ncnc3c2cnn3-c2ccc(OC)cc2)cc1	2.4%
CN1CCC2(CC1)N=C(SCC(=O)Nc1cc(F)ccc1F)C(c1ccccc1)=N2	-3.9%
CC(C)N1C[C@@H]2CN(C(=O)CCCn3ccnc3)C[C@]2(C(=O)O)C1	55.1%[activator]
CNC(=O)[C@@H]1CN(C(=O)Cc2ccccc2C)C[C@H]1COC	-0.1%
COC(=O)c1cc2n(n1)CCCN(C(=O)CCn1cnnn1)C2	22.8%
COc1cccc(-n2c(SCC(=O)Nc3ccc(F)cc3F)nc3c([nH]c4ccccc43)c2=O)c1	?
CC(C)c1noc([C@H]2C[C@@H]3C(=O)NCCCCCCN(C(=O)Cc4cccnc4)[C@@H]3C2)n1	-16.2%
CC(=O)NC12CC3CC(C1)CC(C(=O)Nc1nc4ccc(S(C)(=O)=O)cc4s1)(C3)C2	18.4%
COCC(=O)NC[C@H]1O[C@@H](CO)[C@@H](O)[C@H]1N1CCN(c2cccc(C(F)(F)F)c2)CC1	6.0%
Cc1nc(N)nc(C)c1CC(=O)N1CC2(CCNCC2)CC1C(=O)O (stereo not given)	?
Cc1cc(CSc2nnc(-c3cccnc3)n2C)no1	1.8%
CCOc1ccc(Oc2ccccc2NC(=O)c2cccc(CN3CCCC3=O)c2)cc1	3.0%
COc1cc2ccccc2nn1	?

Going on with the list.
molecule	KDM5B inh
Cc1cnc(-c2ccccc2)n1CC1CCN(C(=O)C(C)c2ccccc2)CC1 (stereo not given)	-6.6%
Cc1cnc2c(C(=O)N3CCCn4nc(C(C)O)cc4C3)cnn2c1 (stereo not given)	?
CN1c2cc(C(=O)N3CCc4ccccc4C3)ccc2C(=O)N2CCCCC21 (stereo not given)	?
Cc1ccc(C2CC(=O)N(Cc3ccccc3F)c3c2c(C)nn3-c2nc(C)cc(C)n2)cc1 (stereo not given)	0.4%
COC(=O)CNC(=O)C1(c2ccccc2)CCC1	10.4%
Cc1oc(-c2ccccc2)nc1CC(=O)Nc1ccc(F)cc1Cl	7.8%
O=C(Nc1ccccc1)N1CCC2(CC1)CC(N(C(=O)c1ccccc1)C1CC1)CCO2 (stereo not given)	0.7%
Fc1ccc(NC(=S)NCCSc2ccc(Cl)cc2)cc1Cl	2.1%
Cc1cc(C)c2cc(C(=O)OC(C)C(=O)N3CCCCCC3)[nH]c2c1 (stereo not given)	42.1%[activator]
CC(=O)Nc1ccc(-c2csc(Nc3cc(C)ccc3C)n2)cc1	-12.3%
O=C(C=C(Sc1ccccc1)Sc1ccccc1)C(F)(F)F	-27.5%
C=C(C)Cn1c(-n2nc(C)c(C)c2C)nc2c1c(=O)n(CCN1CCOCC1)c(=O)n2C	-2.4%
COc1ccc(C2CCCN2Cc2coc(-c3ccc(F)cc3)n2)cc1 (stereo not given)	12.5%
CC(C)Oc1ccc(CNC(=O)c2ccc(CN3CC(=O)N4CCCCC4C3=O)cc2)cc1 (stereo not given)	-10.6%
Cc1cc(C)c(NC(=O)Cn2c(=O)n(CCCCC(=O)NCc3ccccc3Cl)c(=O)c3ccccc32)c(C)c1	-40.2%
CCc1ccc(NC(=O)Nc2cccc(-c3nnc4n3CCCC4)c2)cc1	1.1%
CCc1c(C)sc(NC(=O)c2ccc3c(c2)OCO3)c1C(=O)OC(C)C	-17.4%
CCCn1c(=O)[nH]c(=O)c2c1nc(-c1ccc(OCCC(C)C)cc1)n2CCOC	0.3%
CCc1cc(=O)n(CC(=O)Nc2ccccc2F)c(-c2cccc(F)c2)n1	2.1%
CNC(=O)c1ccc(S(=O)(=O)Nc2ccc(C(C)(C)C)cc2)cc1	-0.3%
CN1CC(=O)N(c2ccccc2F)Cc2c(NCc3cccs3)ncnc21	-23.9%
CC(C)CN1C(=O)c2cccn2CC1C(=O)O (stereo not given)	?
CCn1c(CO)nnc1C1CC(NC(=O)CCc2c(C)nn(C)c2C)C1 (stereo not given)	-6.9%
Cc1cc(Cl)ccc1NC(=O)CN1C(=O)COc2ccc(S(=O)(=O)N3CCC(C)CC3)cc21	-21.7%
COc1ccc(CNC(=O)CCc2c(C)nc3cc(-c4ccc(OC)cc4OC)nn3c2C)cc1	?

In another format: entries from further up.
KDM5B inh | compound
13.7% | CN(C)C[C@@H]1CN(S(C)(=O)=O)C[C@H]1NC(=O)C1(c2ccccc2)CCCC1
? | COCCNC(=O)CCn1c(=O)[nH]c2cc(OC)c(OC)cc2c1=O
? | O=C(c1ccc2cc[nH]c2c1)N1CCN(C(=O)c2nnn3c2COC(c2ccc(Cl)cc2)C3)CC1 (stereo not given)
? | COc1cc(OC)c(S(=O)(=O)Nc2ccc(C(=O)O)cc2)cc1S(=O)(=O)Nc1ccc(C(=O)O)cc1
? | COc1ccc(-c2nc(C)nc3c2CCN(Cc2cccn2C)CC3)cc1

Bioassay records from PubChem.
